High-throughput results from PubChem BioAssay.
LYPLA2 inh: LYPLA2 inhibitors, primary screen, counter-screen for PME1 inhibitor project, biochemical, fluorescence polarization, FP-Rh probe ABPP; actives 0.38% (n = 320,000); recombinant LYPLA2; AID 2177, 2009; Acyl-protein thioesterase 2 (Homo sapiens), O95372; inhibition, % at 5.9 µM;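 active means inhibition above the screen-wide mean plus 3 SD, limit set per campaign, cut at about 26% in these data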;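 further: 0% = LYPLA2 with DMSO and 100% = wells lacking LYPLA2 enzyme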
GSTO1 inh: inhibitors of recombinant GSTO1, primary screen, counter-screen for RBBP9 inhibitor project, biochemical, fluorescence polarization | Glutathione S-transferase omega-1 (Homo sapiens), P78417 | activity-based probe fluorescence polarization | inhibition, % at 5.96 µM | actives 1.1% (n = 300,000);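 active means inhibition above the campaign mean inhibition plus 3 SD, cut at about 35% in these data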;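 further: 0% = GSTO1-1 with DMSO and 100% = wells lacking GSTO1-1 enzyme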
Target sequence (P78417 whole entry, looked up): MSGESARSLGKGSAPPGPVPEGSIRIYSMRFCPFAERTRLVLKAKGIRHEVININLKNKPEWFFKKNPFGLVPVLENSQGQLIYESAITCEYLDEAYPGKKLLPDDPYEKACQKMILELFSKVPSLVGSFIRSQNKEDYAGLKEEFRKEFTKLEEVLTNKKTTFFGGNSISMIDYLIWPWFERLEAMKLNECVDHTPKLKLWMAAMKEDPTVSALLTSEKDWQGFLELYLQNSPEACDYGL
PAFAH1B3 inh: PAFAH1B3 enzyme inhibitors, primary screen, biochemical, fluorescence polarization, human; Platelet-activating factor acetylhydrolase IB subunit alpha1 (Homo sapiens), Q15102; recombinant PAFAH1B3, FP-rhodamine probe; inhibition, % at 3.39 µM; actives 0.28% (n = 340,000); AID 492972, 2010;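 active means inhibition above the screen-wide average of all tested compounds plus 3 SD, cut at about 25% in these data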;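 further: 0% = enzyme with DMSO only and 100% = wells lacking PAFAH1B3 protein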
pPAFAH inh: pPAFAH enzyme inhibitors, primary screen, biochemical, fluorescence polarization, human; recombinant pPAFAH, FP-rhodamine probe fluorescence polarization; actives 1.5% (n = 330,000); Platelet-activating factor acetylhydrolase (Homo sapiens), Q13093; inhibition, % at 3.39 µM;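 active means inhibition above the mean inhibition across the screen plus 3 SD, cut at about 25% in these data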;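 further: inhibitors block binding of the rhodamine activity-based probe so polarization drops; 0% = enzyme with DMSO and 100% = wells lacking pPAFAH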
Target sequence (Q13093 whole entry, looked up): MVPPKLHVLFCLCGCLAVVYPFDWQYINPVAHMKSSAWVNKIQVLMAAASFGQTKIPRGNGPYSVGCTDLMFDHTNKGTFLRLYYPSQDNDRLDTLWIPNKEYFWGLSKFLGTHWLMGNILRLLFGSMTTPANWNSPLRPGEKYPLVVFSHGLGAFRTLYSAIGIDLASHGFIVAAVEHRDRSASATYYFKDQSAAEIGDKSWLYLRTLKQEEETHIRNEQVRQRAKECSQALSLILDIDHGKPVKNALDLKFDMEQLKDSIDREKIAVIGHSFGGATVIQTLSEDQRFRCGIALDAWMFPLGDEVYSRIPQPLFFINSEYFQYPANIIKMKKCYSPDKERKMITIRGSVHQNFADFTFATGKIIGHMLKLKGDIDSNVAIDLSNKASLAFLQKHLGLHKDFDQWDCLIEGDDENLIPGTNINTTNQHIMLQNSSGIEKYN
PME-1 primary: PME-1 inhibitors via competitive probe labeling, primary screen, biochemical, fluorescence polarization, FP-Rh probe, HTS | recombinant PME-1 | inhibition, % at 5.9 µM | actives 0.53% (n = 320,000);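 active means inhibition above the campaign mean of all compounds plus 3 SD, cut at about 26% in these data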;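 further: competitive labeling of PME-1 active site by serine hydrolase directed probe; 0% = PME-1 with DMSO and 100% = wells lacking PME-1 enzyme; inhibitors block probe labeling so polarization falls and inhibition rises; many of its hits are not listed in these tables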
LYPLA1 counter: LYPLA1 inhibitors, primary screen, counter-screen for PME1 inhibitor project, biochemical, fluorescence polarization, FP-Rh probe ABPP | recombinant LYPLA1 | actives 0.16% (n = 320,000) | AID 2174, 2009 | inhibition, % at 5.9 µM | Acyl-protein thioesterase 1 (Homo sapiens), O75608;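 active means inhibition above the mean of all tested compounds plus 3 SD, set per campaign, cut at about 14% in these data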;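 further: inhibitors block serine hydrolase probe labeling of LYPLA1 so polarization falls; 0% = enzyme with DMSO and 100% = wells lacking LYPLA1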
PAFAH2 FP inh: PAFAH2 enzyme inhibitors, primary screen, biochemical, fluorescence polarization, human; inhibition, % at 3.39 µM; actives 0.99% (n = 340,000); AID 492956, 2010; Platelet-activating factor acetylhydrolase 2, cytoplasmic (Homo sapiens), Q99487; recombinant PAFAH2, FP-rhodamine activity probe;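 active means inhibition above the mean over all tested compounds plus 3 SD, cut at about 30% in these data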;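 further: inhibitors block probe labeling of enzyme so polarization drops; 0% = enzyme with DMSO and 100% = wells lacking PAFAH2 protein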
PAD4 inh: human PAD4 inhibitors, primary screen, biochemical, fluorescence polarization, 1536-well format. Protein-arginine deiminase type-4 (Homo sapiens), Q9UM07. actives 0.41% (n = 330,000). AID 485272, 2010. recombinant PAD4, RCA probe fluorescence polarization. inhibition, % at 6.36 µM;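 active means percent inhibition above a cutoff equal to the mean of all tested compounds plus 3 SD, cut at about 15% in these data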;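 further: 0% = PAD4 with RCA probe and DMSO and 100% = probe without PAD4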
PAFAH1B2 FP inh: PAFAH1B2 enzyme inhibitors, primary screen, biochemical, fluorescence polarization, human; actives 1.2% (n = 340,000); inhibition, % at 3.39 µM; Platelet-activating factor acetylhydrolase IB subunit alpha2 (Homo sapiens), P68402; recombinant PAFAH1B2, FP-rhodamine activity probe;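 active means inhibition above the mean of all tested compounds plus 3 SD, cut at about 24% in these data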;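 further: 0% = enzyme with DMSO and 100% = wells lacking PAFAH1B2; many of its hits are not listed in these tables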
Target sequence (P68402 whole entry, looked up): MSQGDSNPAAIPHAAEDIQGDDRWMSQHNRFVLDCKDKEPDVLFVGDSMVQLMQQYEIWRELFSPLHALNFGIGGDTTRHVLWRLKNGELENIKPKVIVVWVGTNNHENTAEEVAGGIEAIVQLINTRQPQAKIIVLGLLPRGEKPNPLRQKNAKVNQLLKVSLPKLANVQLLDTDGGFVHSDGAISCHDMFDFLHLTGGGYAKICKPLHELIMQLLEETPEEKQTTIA
Active calls of the source: *; x = no result given. Only part of the results is shown; the hit share may differ from the screen's.

entry	molecule	LYPLA2 inh	GSTO1 inh	PAFAH1B3 inh	pPAFAH inh	PME-1 primary
1	Cc1ccc(NC(=O)c2ccc(C)c(S(=O)(=O)N3CCOCC3)c2)nc1	-4	-1	9	1	4
2	Cc1c(NC(=O)Nc2cccc(F)c2)c(=O)n(-c2ccccc2)n1C	3	2	0	0	2
3	CCOC(=O)C1=C(c2ccccc2)NC(SC)=C(C#N)C1c1ccco1 (stereo not given)	5	2	0	2	1
4	COc1ccc(-c2ccc3c(=O)cc(-c4ccsc4)oc3c2)cn1	x	x	-79	5	x
5	COc1ccc(NC(=O)CN(C)C(=O)CSCc2ccc(C)cc2)cc1	2	-2	2	3	0
6	CN1CCc2[nH]c3ccc(C(=O)NN)cc3c2C1	0	2	-3	8	0
7	O=C(NC1CCCc2ccccc21)c1ccccn1 (stereo not given)	2	7	10	2	-1
8	O=C(Nc1ccc(N2CCN(Cc3ccccc3)CC2)cc1)c1ccco1	1	-6	6	1	-1
9	COCCNC(=S)Nc1cccc2cnccc12	1	20	7	6	-12
10	CN(C)C(=O)CCc1ccc2c3c([nH]c2c1)[C@]1(C)[C@@H](C(=O)N2CCOCC2)C[C@H](CC(=O)NCCCn2ccnc2)C(=O)N1CC3	x	x	2	3	x
11	O=C(CNC(=S)N(Cc1ccccc1)Cc1cccnc1)NC1CCCC1	-1	2	8	0	8
12	Brc1ccc2nc(N3CCCC3)sc2c1	-3	7	1	1	-5
13	CN1CCN(c2ccccc2NS(=O)(=O)c2ccc3c(c2)CCN3C(=O)C2CCC2)CC1	7	6	x	1	6
14	O=C(Nn1cnnc1)c1cc2c(s1)CCCC2	5	2	9	4	5
15	Cc1ccc(/C=N/NC(=O)c2ccc(-c3ccccc3)cc2)o1	-4	-1	1	-1	-2

entry	LYPLA1 counter	PAFAH2 FP inh	PAD4 inh	PAFAH1B2 FP inh
1	-2	5	3	10
2	-1	2	-2	2
3	-1	4	-2	3
4	x	-37	-22	-46
5	2	4	-5	5
6	-3	-1	2	0
7	4	-6	-2	1
8	1	6	1	1
9	-2	-3	-5	-3
10	x	-2	-4	6
11	5	8	-9	-1
12	-2	1	2	1
13	1	x	-2	x
14	3	-9	-1	0
15	-1	3	-4	3

More structures follow.
entry	molecule	LYPLA2 inh	GSTO1 inh	PAFAH1B3 inh	pPAFAH inh	PME-1 primary
16	Cc1cccc(NNC(=O)C(=O)NNc2cccc(C)c2)c1	-5	-2	x	5	-1
17	COc1ccc(-c2[nH]ncc2CNC(C)c2cn(C)nc2C)c(F)c1 (stereo not given)	7	1	10	2	-5
18	CC(/C=C1\SC(=S)N(NS(=O)(=O)c2ccccc2)C1=O)=C\c1ccccc1	-3	40*	9	10	0
19	O=C(O)COc1ccccc1/C=N/NC(=O)CNC(=O)c1ccc(F)cc1	8	8	11	1	5
20	COc1ccccc1N1CCN(C(=O)c2ccccc2NC(=O)C2CCCCC2C(=O)O)CC1 (stereo not given)	0	5	2	3	0
21	O=C(O)CC(c1ccc(C(F)(F)F)cc1)N1Cc2ccccc2C1=O (stereo not given)	5	2	10	-1	-7
22	CCCC(C)NC(=O)COC(=O)c1ccc2c(c1)C(=O)N(Cc1ccco1)C2=O (stereo not given)	-8	3	6	25*	1
23	C=CC(O)Cc1c(C)n[nH]c1C (stereo not given)	-4	1	6	-3	2
24	CCSC(=S)c1c(C)[nH]n(-c2ccccc2)c1=O	2	-15	0	6	-2
25	O=C(CN(Cc1ccco1)C(=O)c1ccc([N+](=O)[O-])cc1)Nc1ccccc1C(F)(F)F	4	x	4	5	1
26	CCOc1ccc(C(C)=O)cc1COc1ccc(C)nc1[N+](=O)[O-]	-5	4	6	8	-1
27	COc1ccc(CCNC(=O)NS(=O)(=O)c2ccc(C)cc2)cc1OC	3	-3	1	2	2
28	C#CCOCCOCCOCCNc1nc(N2CCN(C(=O)Cn3cc(CCO)nn3)CC2)nc(N2CCN(C(=O)[C@H](C(C)C)n3cc(CCO)nn3)CC2)n1	3	-1	14	-2	4
29	O=C(Nc1ccc(N2CCOCC2)nc1)c1ccc(F)cc1	1	3	9	0	-1
30	COc1ccc(-n2c(CSc3nc(C)cc(C)n3)nnc2SCC(=O)Nc2nccs2)cc1	3	2	-2	4	-6

entry	LYPLA1 counter	PAFAH2 FP inh	PAD4 inh	PAFAH1B2 FP inh
16	-2	x	-2	x
17	6	-8	-6	-6
18	-1	7	0	39*
19	0	1	4	4
20	1	-1	1	4
21	0	0	2	3
22	-2	-10	-2	3
23	-3	6	-2	-6
24	2	10	-3	5
25	-2	6	6	3
26	-6	1	-3	0
27	2	5	-6	4
28	0	-11	-2	3
29	-2	-3	-1	-1
30	1	0	-3	-1

(continued)
entry	molecule	LYPLA2 inh	GSTO1 inh	PAFAH1B3 inh	pPAFAH inh	PME-1 primary
31	Cc1ccc(C(=O)CC(=O)c2cc(Cl)ccc2O)cc1	-6	5	3	6	-2
32	Cc1ccc(C)c(Cn2nc(-c3cc(C)ccc3C)ccc2=O)c1	4	-4	4	1	-3
33	O=C(c1cccc(F)c1)N1CCN(c2cccc(C(F)(F)F)c2)CC1	2	-6	7	5	4
34	CCOC(=O)Cc1nnc(NC(=O)c2ccccc2OC)s1	-4	-6	10	-6	1
35	NC(=O)NC(=O)COC(=O)c1cccc(NS(=O)(=O)/C=C/c2ccccc2)c1	0	5	9	6	3
36	CC(=O)Nc1ccc(C2=NN(Cc3nnc(-c4ccccc4)o3)C(=O)SC2)cc1	7	11	-11	-1	7
37	COc1cccc(-c2coc3cc4oc(=O)c(CC(=O)O)c(C)c4cc23)c1	-1	-6	-3	3	-1
38	COC(=O)c1ccccc1NC(=O)NCc1ccccc1	-2	-2	11	3	0
39	CN1CCc2c(sc(NC(=O)c3ccc4ccccc4c3)c2C(N)=O)C1	-9	-23	1	1	5
40	CCOC(=O)N1CCN(c2c(NCCCN(CC)c3cccc(C)c3)c(=O)c2=O)CC1	1	-1	-5	2	6
41	CCOc1ccc(-c2cc(C(=O)N3CCCC3)c3ccccc3n2)cc1	4	-1	11	3	0
42	Cc1ccccc1CSc1nccn1-c1ccccc1	1	0	-2	5	-7
43	C=CC[C@@]12C=C(OC)C(=O)C(OC)=C1O[C@H](c1ccc3c(c1)OCO3)[C@H]2C	11	3	-1	3	1
44	O=c1[nH]c2ccccc2c(O)c1O	-2	24	7	1	2
45	O=C(Nc1ccc(N2CCCCCC2)cc1)c1ccc[nH]1	0	x	2	8	6

entry	LYPLA1 counter	PAFAH2 FP inh	PAD4 inh	PAFAH1B2 FP inh
31	-4	-9	-4	5
32	0	-2	-3	7
33	4	2	0	6
34	0	0	-1	-1
35	-3	4	-4	7
36	-3	-3	-1	-1
37	-2	2	1	2
38	-1	4	-3	0
39	-6	-3	-3	2
40	4	2	-2	0
41	-3	-7	-4	6
42	-1	-2	4	3
43	2	-1	1	6
44	2	3	-21	5
45	0	0	-8	8

Grouped by structure, those above containing an NH in an aromatic ring (7)
entry	molecule	LYPLA2 inh	GSTO1 inh	PAFAH1B3 inh	pPAFAH inh	PME-1 primary
6	CN1CCc2[nH]c3ccc(C(=O)NN)cc3c2C1	0	2	-3	8	0
10	CN(C)C(=O)CCc1ccc2c3c([nH]c2c1)[C@]1(C)[C@@H](C(=O)N2CCOCC2)C[C@H](CC(=O)NCCCn2ccnc2)C(=O)N1CC3	x	x	2	3	x
17	COc1ccc(-c2[nH]ncc2CNC(C)c2cn(C)nc2C)c(F)c1 (stereo not given)	7	1	10	2	-5
23	C=CC(O)Cc1c(C)n[nH]c1C (stereo not given)	-4	1	6	-3	2
24	CCSC(=S)c1c(C)[nH]n(-c2ccccc2)c1=O	2	-15	0	6	-2
44	O=c1[nH]c2ccccc2c(O)c1O	-2	24	7	1	2
45	O=C(Nc1ccc(N2CCCCCC2)cc1)c1ccc[nH]1	0	x	2	8	6

entry	LYPLA1 counter	PAFAH2 FP inh	PAD4 inh	PAFAH1B2 FP inh
6	-3	-1	2	0
10	x	-2	-4	6
17	6	-8	-6	-6
23	-3	6	-2	-6
24	2	10	-3	5
44	2	3	-21	5
45	0	0	-8	8

(further entries)
entry	molecule	LYPLA2 inh	GSTO1 inh	PAFAH1B3 inh	pPAFAH inh	PME-1 primary
46	COc1ccc(C(=O)O/N=C(/c2cccs2)C(C)(C)C)cc1	4	-1	0	15	6
47	O=C(O)CCc1ccc(-c2cccs2)n1NC(=O)c1ccccc1Br	3	5	6	14	0
48	Cc1noc(C)c1C(=O)Nc1ccc2c(c1)CCC2	0	-3	10	0	3
49	COC(=O)CSc1ncnc2c(C)csc12	3	-8	x	2	2
50	COc1ccccc1NC(=O)Cn1cncc1-c1ccc([N+](=O)[O-])cc1	-3	3	10	4	-6
51	CC(C)CN1C(=O)c2ccccc2C1(O)Cc1ccccc1 (stereo not given)	2	-2	4	9	-2
52	CSc1nc(-c2ccco2)nn1C(=O)c1ccco1	-3	0	-1	1	0
53	COc1cccc(OCC(=O)Nc2ccccc2NC(C)=O)c1	2	25	2	-3	-1
54	COc1ccc(CC(=O)N(CCC2=CCCCC2)c2c(N)n(Cc3ccccc3)c(=O)[nH]c2=O)cc1OC	3	7	6	4	-5
55	COc1ccc(N2CC(C(=O)Nc3ccccc3N3CCCC3)CC2=O)c(OC)c1 (stereo not given)	3	-5	-2	7	2
56	COc1ccc(S(=O)(=O)N2CCN(Cc3c[nH]c4ccccc34)CC2)cc1	9	6	8	6	1
57	CCOC(=O)C(CC)n1cnc2c(nnn2-c2ccccc2)c1=O (stereo not given)	7	6	-9	3	3
58	COc1cc(/C=C/C(=O)OCC(=O)NC(=O)NC2CCCCC2)ccc1OC(F)F	3	-2	3	-3	-1
59	O=C1NC(=S)SC1=C1CCCCCC1	5	-4	1	4	6

entry	LYPLA1 counter	PAFAH2 FP inh	PAD4 inh	PAFAH1B2 FP inh
46	-2	17	4	12
47	4	0	0	-3
48	-1	-1	-6	1
49	1	x	1	x
50	-2	8	-2	2
51	0	2	-2	0
52	-2	0	-4	1
53	-1	3	4	1
54	0	5	0	3
55	0	0	1	-2
56	1	-3	-5	4
57	2	-3	5	-2
58	-5	13	5	3
59	3	6	1	21
